Rat MKP-3 inhibitors: MKP-3 phosphatase inhibitors, primary screen, biochemical, rat enzyme, in vitro (AID 425); Dual specificity protein phosphatase 6 (Rattus norvegicus); recombinant MKP-3 phosphatase activity, fluorescence; higher % means a stronger effect; inhibition, % at 20 µM; hits with a dose series show IC50 in µM; hit rate 0.17% among 110,000; in the data active = inhibition above about 50%;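 note: plate controls were vehicle for no effect and reference inhibitor for full effect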
Hsp70 inhibitors: Hsp70 inhibitors, probe displacement, primary screen, biochemical, fluorescence polarization (AID 583); hit rate 0.06% among 140,000; displacement, % at 20 µM; hits with a dose series show IC50 in µM; Hsp70 fluorescence polarization probe displacement, mP; higher % means a stronger effect; Heat shock 70 kDa protein 1A (Homo sapiens); in the data active = displacement above about 50%;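 note: plate controls were vehicle for no effect and reference ligand for full effect; a part of the inactive calls stands beside numbers as strong as those of hits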
* hit, by the source's call; / = no result given; & = joins results of further samples.

SMILES	Rat MKP-3 inhibitors	Hsp70 inhibitors
COc1cccc(Cn2cccc(NC(=O)NC3CCCCC3)c2=O)c1	-13.9%	-4.7%
CC1C(=NO)C(C)C(c2ccc(Cl)cc2)NC1c1ccc(Cl)cc1 (stereo not given)	4.5%	0.0%
Cc1cc(O)c(C2(C(F)(F)F)NCCNC2=O)cc1C (stereo not given)	-1.6%	4.4%
COc1ccc(S(=O)(=O)Nc2ccc3c(c2)OCO3)cc1Cl	-1.8%	3.7%
CC1=NN(c2ccccc2)C(=O)/C1=C\c1cccnc1	26.6%	-0.5%
CCCN1CCN(c2ncnc3c2nnn3Cc2ccccc2)CC1	-7.5%	5.6%
Cc1ccc(-c2nc3cccnc3s2)cc1NC(=O)c1ccco1	/	-2.7%
CN(Cc1ccccc1)S(=O)(=O)c1ccc(C(=O)Nc2nnc(C3CC3)o2)cc1	-0.9%	5.7%
O/N=C1\CC(O)Cc2nonc21 (stereo not given)	-20.7%	-2.0%
Cc1cccc(C)c1OCC(O)CNS(=O)(=O)c1ccccc1C(=O)N1CCCCC1 (stereo not given)	-6.7%	-0.6%
O=C(c1ccccc1)c1ccc2nc(N3CCN(C(=O)c4ccco4)CC3)c3nncn3c2c1	5.4%	-1.5%
CCN(CC)C(=O)C1CCC(CNS(=O)(=O)c2cccc3cccnc23)CC1 (stereo not given)	-2.1%	8.0%
O=C(CCC(=O)N1CCOCC1)Nc1nnc(C2CCCCC2)s1	/	4.8%
Cc1cc(C)cc(NC2=NCC(=O)N2Cc2ccccc2)c1	7.0%	5.5%
CCOc1ccc(C=C2C(=O)N(C)C(=O)N(C)C2=O)cc1Cl	-6.9%	1.2%
Cc1cc(C)n(C(=O)CCNC(=O)c2ccccc2Br)n1	7.0%	5.3%
O=c1c(-c2ccc(Cl)cc2)coc2c(CN3CCCCCC3)c(O)ccc12	2.0%	-2.8%
Nc1sccc1C(=O)c1ccccc1	-8.8%	-5.0%
O=C(O)c1ccc(-c2cccc(Br)c2)o1	4.3%	-3.0%
CCCCSc1nc(N)c(C#N)c(-c2cccs2)c1C#N	-7.2%	2.4%
Cc1ccc(-n2ncc3c(=O)n(-c4ccc(C)c(C)c4)c(C)nc32)cc1	-3.1%	-0.3%
CCCn1c(C(C)NC(=O)c2ccccc2)nc2ccccc21 (stereo not given)	/	3.1%
Cc1nc(SCC(=O)O)c2oc3ccccc3c2n1	-6.1%	12.9%
O=C(CCn1c(=O)sc2ccccc21)Nc1cccnc1	-5.2%	-1.6%
O=C(Nc1ccc2c(c1)nc1n2CCN(C2CCCCC2)C1)c1ccco1	-0.3%	5.3%

Further compounds follow.
SMILES	Rat MKP-3 inhibitors	Hsp70 inhibitors
CCCCC(=O)c1c(C)cc(C)[nH]c1=O	-0.8%	1.5%
Cc1ccc(N(NC(=O)C(C)(C)O)C(=O)c2ccccc2)cc1C	/	-1.0%
Cc1ccc(OCc2nnc(SCC(=O)N3CCOCC3)n2C)cc1	-5.8%	2.0%
Cc1ccc(-c2csc(NC(=O)C(F)(F)F)n2)cc1C	3.3%	-0.8%
Cc1ccc2c(COC(=O)C3=COCCO3)cc(=O)oc2c1	6.2%	-2.1%
COc1ccc(-c2nnc(SCc3ccccn3)n2C)cc1	/	-6.2%
O=C(O)c1ccc(Cl)c(-c2ccc(/C=N\Nc3ccc([N+](=O)[O-])cn3)o2)c1	8.7%	4.1%
O=C(NC(=S)Nc1ccc(C(=O)N2CCOCC2)cc1)c1cccs1	-3.1%	-3.4%
COC(=O)c1ccc(C2Nc3ccc4ccccc4c3C3=C2CC(C)(C)CC3=O)cc1 (stereo not given)	-1.1%	-3.7%
COc1ccccc1NC(=O)C(=O)NNC(=O)c1cccs1	-0.2%	1.6%
Cc1cc(-c2cccs2)n[nH]1	-10.7%	-6.7%
CCC1Sc2ccccc2N(CC(=O)NCc2ccc3c(c2)OCO3)C1=O (stereo not given)	7.9%	-4.3%
N#CCCN(C(=O)CSc1ccc2c(c1)OCCO2)c1ccccc1	-2.7%	19.8%
CCN1CCN(C(=O)C2c3cc(OC)c(OC)cc3C(=O)N(C)C2c2ccc(SC)cc2)CC1 (stereo not given)	4.8%	0.0%
O=S(=O)(O)c1cccc2c(N=Cc3cc(Cl)cc(Cl)c3O)cccc12	0.7%	13.2%
O=C(NCCc1nc2ccccc2[nH]1)c1cccc(Br)c1	2.4%	0.0%
Cc1cccc(N2CCN(S(=O)(=O)c3ccc([N+](=O)[O-])cc3)CC2)c1C	3.5%	-1.8%
O=C(CSc1ccc(Cl)cc1)OCc1nnc(-c2ccccc2)o1	-4.8%	1.1%
CCOC(=O)c1nnc(-c2cccs2)nc1Oc1ccc(Cl)cc1	/	3.1%
CCNC(=O)C1CC(=O)N(c2ccc(Br)cc2)C1 (stereo not given)	4.8%	-2.2%
O=[N+]([O-])c1ccc(C=Nc2ccc3c(c2)Cc2cc([N+](=O)[O-])ccc2-3)cc1	1.7%	-6.3%
C/C(=N\NC(=O)CNC(=O)COc1ccccc1)c1ccccc1	1.8%	0.2%
O=C(CSc1ncc(C(F)(F)F)cc1Cl)N1CCN(S(=O)(=O)c2ccccc2)CC1	-2.1%	3.0%
Cc1noc(C)c1S(=O)(=O)N(CC(=O)Nc1ccc2c(c1)OCO2)c1ccc(C(C)C)cc1	-9.5%	0.8%
COc1ccc(C(=O)Nc2ccc3c(c2)nc(CN2CCN(C(C)=O)CC2)n3C)cc1	/	1.5%

The listing continues.
SMILES	Rat MKP-3 inhibitors	Hsp70 inhibitors
CN(c1ccccc1C(=O)Nc1ccccc1C(=O)NCc1ccco1)S(C)(=O)=O	4.9%	1.5%
Cc1cc(/C=N/n2cnnc2)c(C)n1-c1ccc(Cl)cc1	-0.5%	2.0%
CCC(C)NC(=O)C1CCN(S(=O)(=O)c2ccc(OC)cc2)CC1 (stereo not given)	/	0.7%
O=C(NC(=S)Nc1ccc2oc(-c3cccc4c(Br)cccc34)nc2c1)c1ccco1	2.9%	-2.5%
CC(NC(=O)Cc1ccccc1)C1COc2ccccc2O1 (stereo not given)	2.5%	4.6%
O=C(c1cc(-c2ccc(O)cc2)on1)N1CCc2ccccc2C1	-5.5%	-6.0%
C(=NC1=NN(c2ccccc2)CC1)N1CCOCC1	0.5%	-2.4%
COc1ccc(N(CC(=O)N2CCCC2)S(=O)(=O)c2ccc(C)cc2)cc1OC	4.3%	-4.2%
CCc1cccc(C)c1NC(=O)c1ccoc1C	-6.5%&-4.5%	4.5%&1.4%
Cc1ccc(C(=O)CCNc2ccc(I)cc2)o1	0.1%	-1.9%
Cc1cc(NC(c2cccnc2)c2c(C)[nH]c3ccccc23)no1 (stereo not given)	0.0%	5.3%
O=C(NC(NC(=S)Nc1ccc(Cl)cc1Cl)C(Cl)(Cl)Cl)c1ccccc1F (stereo not given)	2.9%	-4.5%
O=C(CSC1=NCCS1)Nc1ccnc2ccccc12	-13.4%	-1.4%
Cc1c(C(=O)NCc2ccc3c(c2)OCO3)cccc1[N+](=O)[O-]	3.5%	-3.0%
Cc1ccc(S(=O)(=O)c2nc(-c3ccc(F)cc3)oc2SCC(=O)NCC2CCCO2)cc1 (stereo not given)	8.7%	0.2%
CC1(C)NC(=O)N(CCCOc2ccc(Br)cc2Cl)C1=O	-1.1%	-0.1%
CCc1ccc2[nH]cc(C(=O)O)c(=O)c2c1	-0.4%	2.3%
CCc1cccc(C)c1NC(=O)CSc1nc2ccccc2n1CC(=O)N(C)C	-4.4%	-2.3%
O=C1C=C(Nc2cccc(Cl)c2)CC(c2ccco2)C1 (stereo not given)	/	-0.2%
Cc1ccc2c(c1)c(-c1ccccc1)c(-c1ccccc1)n2CC(O)CN1C(=O)CSC1=O (stereo not given)	-0.1%	-1.6%
O=[N+]([O-])c1cccc(C2=Nc3ccc([N+](=O)[O-])cc3ON2)c1	-1.1%	3.2%
CCCCOC(=O)C1=C(C)NC2=C(C(=O)CC(c3ccccc3)C2)C1c1ccco1 (stereo not given)	3.2%	1.8%
O=C(NCCCn1ccnc1)C(F)(F)C(F)(F)C(=O)NCCCn1ccnc1	4.5%	1.6%
COc1cc(S(=O)(=O)N2CCOCC2)c(OC)c(S(=O)(=O)N2CCOCC2)c1	-8.8%	1.9%
CCOC(=O)Cc1csc(SCc2nc3sc4c(c3c(=O)[nH]2)CCC4)n1	/	-0.4%

Next section
SMILES	Rat MKP-3 inhibitors	Hsp70 inhibitors
O=C(c1cccc(Cl)c1)N1CCN(Cc2cccnc2)CC1	1.5%	3.5%
Cc1cc(C)c(C#N)c(SCC(=O)Nc2ccc(S(=O)(=O)Nc3onc(C)c3C)cc2)n1	0.1%	/
CCOc1ccc(N=C2NC(=O)S/C2=C\c2ccc(OC)cc2)cc1	/	-3.4%
CN(C)C(=O)c1cn(-c2ccccc2)nc1-c1cccs1	/	-6.3%
CCOc1ccc(NC(=O)CCN2CCN(S(=O)(=O)c3cc(Cl)ccc3OC)CC2)cc1	0.5%	-0.3%
O=C(CCCCCCN1C(=O)c2ccccc2C1=O)Nc1nccs1	/	0.1%
O=c1c2ccccc2nc(SCc2cn3ccsc3n2)n1-c1ccc(F)cc1	2.8%	-5.8%
COc1ccc(S(=O)(=O)Nc2ccc(I)cc2)cc1OC	2.2%	0.7%
CC1=Nn2c(nc(-c3ccccc3)c2-c2ccccc2)NC(=O)C1Br (stereo not given)	/	0.7%
N#CSCCCOc1ccc(Br)cc1	0.8%	2.4%
O=C(c1cccs1)N1CCC(c2nc(-c3ccc(S(=O)(=O)N4CCOCC4)cc3)no2)CC1	-0.7%	-1.9%
COC(=O)C1=C(C(=O)OC)SC(=C2C(=S)C(C)(C)N(C(=O)c3cccc([N+](=O)[O-])c3)c3ccc(OC)cc32)S1	-3.5%	2.8%
COc1ccc(OC)c(S(=O)(=O)N(C)CC(=O)Nc2ccccc2OC)c1	1.3%	11.7%
CCOc1ccc(C(=O)Nc2cccc(-c3nc4cc(C)ccc4o3)c2C)cc1	0.5%	-2.2%
O=C(N/N=C/c1ccncc1)c1cc(-c2ccccc2)n[nH]1	1.8%	-1.8%
O=C(c1cc2ccccc2oc1=O)N(Cc1cccs1)Cc1ccccc1Cl	/	4.2%
CCn1c2c(c3cc(Cl)ccc31)CCC/C2=N\O	0.1%	2.4%
C=CCOc1ccc(CNn2nnnc2N)cc1	/	0.2%
CC1(C)Cc2c(c(-c3ccco3)[nH]c(=O)c2C#N)CS1	-3.6%	20.9%
COc1ccc(OC)c(NC(=O)C(CCS(C)(=O)=O)NC(C)=O)c1 (stereo not given)	/	-0.6%
Cc1cccc(C(=O)Nc2cc(C(F)(F)F)cc(C(F)(F)F)c2)c1	5.3%	-0.9%
Cn1c(=O)[nH]c(=O)c2c1nc(SCC(O)CO)n2Cc1ccccc1Cl (stereo not given)	0.2%	-6.3%
CCn1nc(C(=O)N2CCN(Cc3ccc4c(c3)OCO4)CC2)c2ccccc2c1=O	-6.8%	-1.4%
CCOC(=O)c1ccc(NC(=O)CC2SC(=O)NC2=O)cc1 (stereo not given)	1.8%	2.7%
S=c1[nH]nc(-c2ccc(Br)cc2)n1Cc1ccco1	3.8%	0.3%

Going on with the list:
SMILES	Rat MKP-3 inhibitors	Hsp70 inhibitors
COCCNC(=O)CN(c1ccc(OC)c(OC)c1)S(=O)(=O)c1ccc(C)cc1	-17.0%	-5.5%
COc1ccc(OC)c(NC(=O)c2cc(S(=O)(=O)NCc3ccco3)ccc2F)c1	-8.5%	5.1%
CCOc1ccccc1Oc1ccc(C(F)(F)F)cn1	-7.5%	3.1%
O=C(O)CN1C(=O)/C(=C/c2c(Cl)cccc2Cl)SC1=S	0.4%	4.6%
Cc1ccc(C)c(OCCCCN2CCCCC2)c1C	0.3%	-2.0%
Cc1ccc(CNC(=O)c2nnn(-c3cccc(C)c3)c2N)cc1	3.6%	3.1%
COc1ccccc1CC(=O)N1CCN(c2ccc(F)cc2)CC1	1.8%	1.0%
CC(=O)NCCC(=O)Nc1ccc(F)cc1C	/	-2.1%
COC(=O)C1=C(C)N=c2s/c(=C/c3cccnc3)c(=O)n2C1c1ccc(C(C)C)cc1 (stereo not given)	5.0%	-8.1%
COc1ccc(Cl)cc1NS(=O)(=O)c1c(C)cc(C)cc1C	0.3%	-2.0%
Cc1cccc(Nc2nc(N3CCCC3)nc(N3CCCC3)n2)c1	/	-0.1%
COc1ccc(/C(=N\O)c2ncc(C(F)(F)F)cc2Cl)cc1	/	-4.2%
Cn1c(=O)c2c(nc(CN3CCc4ccccc4C3)n2Cc2ccc(F)cc2)n(C)c1=O	/	3.5%

Among those listed so far, these contain an aryl thioether with sulfur outside any ring.
SMILES	Rat MKP-3 inhibitors	Hsp70 inhibitors
CCCCSc1nc(N)c(C#N)c(-c2cccs2)c1C#N	-7.2%	2.4%
Cc1nc(SCC(=O)O)c2oc3ccccc3c2n1	-6.1%	12.9%
Cc1ccc(OCc2nnc(SCC(=O)N3CCOCC3)n2C)cc1	-5.8%	2.0%
COc1ccc(-c2nnc(SCc3ccccn3)n2C)cc1	/	-6.2%
N#CCCN(C(=O)CSc1ccc2c(c1)OCCO2)c1ccccc1	-2.7%	19.8%
CCN1CCN(C(=O)C2c3cc(OC)c(OC)cc3C(=O)N(C)C2c2ccc(SC)cc2)CC1 (stereo not given)	4.8%	0.0%
O=C(CSc1ccc(Cl)cc1)OCc1nnc(-c2ccccc2)o1	-4.8%	1.1%
O=C(CSc1ncc(C(F)(F)F)cc1Cl)N1CCN(S(=O)(=O)c2ccccc2)CC1	-2.1%	3.0%
Cc1ccc(S(=O)(=O)c2nc(-c3ccc(F)cc3)oc2SCC(=O)NCC2CCCO2)cc1 (stereo not given)	8.7%	0.2%
CCc1cccc(C)c1NC(=O)CSc1nc2ccccc2n1CC(=O)N(C)C	-4.4%	-2.3%
CCOC(=O)Cc1csc(SCc2nc3sc4c(c3c(=O)[nH]2)CCC4)n1	/	-0.4%
Cc1cc(C)c(C#N)c(SCC(=O)Nc2ccc(S(=O)(=O)Nc3onc(C)c3C)cc2)n1	0.1%	/
O=c1c2ccccc2nc(SCc2cn3ccsc3n2)n1-c1ccc(F)cc1	2.8%	-5.8%
Cn1c(=O)[nH]c(=O)c2c1nc(SCC(O)CO)n2Cc1ccccc1Cl (stereo not given)	0.2%	-6.3%

From PubChem

The list is partial (hit frequency here may not be typical).
